Assay outcomes deposited in PubChem by several laboratories.
CAL PDZ FP-1: untagged CAL PDZ binding inhibitors, primary screen, biochemical, fluorescence polarization, HTS; purified CAL PDZ, TMR-peptide fluorescence polarization, 1 h; inhibition, % at 24.9 µM; 300,000 compounds, 0.92% hits; AID 602252, 2012;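 active means mean inhibition of at least 30% with at least half of replicates also reaching 30%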;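 further: 0% = DMSO neutral control and 100% = excess unlabeled competitor peptide PRC23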
LANA DNA inh: inhibitors of KSHV C-LANA binding to DNA, primary screen, biochemical, fluorescence polarization, FAM-LBS DNA, MBP-C-LANA, single point; Kaposi's sarcoma herpesvirus LANA C-terminal domain (residues 932-1162) DNA binding; inhibition, % at 9 µM; 340,000 compounds, 0.078% hits; AID 504423, 2011;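 active means highest replicate inhibition at or above 60% at 9 µM, even if other replicates fall short; inactive means all replicates below 60% inhibition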;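 further: 0% = neutral control wells and 100% = 4 µM acridine orange control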
V-ATPase pH: regulators of yeast V-ATPase proton pumping, primary screen, pHLuorin cytosolic pH fluorescence; S. cerevisiae; response, % at 10 µM; 350,000 compounds, 0.37% hits; in the data active means response mostly above about 7.3%, no sharp cut-off; inactive means mostly below about 5.4%; further: actives read high; inactives centre near 0; some compounds called inactive have numbers as strong as hits; reference of the scale not given here
DSG3 Ab inh: inhibitors of pemphigus antibody binding to DSG3, primary screen, biochemical, bead-based, flow cytometry, scFv-GFP | DSG3-coupled beads, scFv-anti-DSG3-GFP binding; hits give low values | 310,000 compounds, 0.48% hits | binding (percent of control), % at 10 µM;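 active means binding more than 3 SD below its plate's average and above zero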;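 further: hits lower antibody fragment binding to DSG3; some compounds called inactive have numbers as strong as hits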
Arr AP2 block: inhibitors of beta-arrestin/AP2 binding, primary screen, biochemical, GPCR trafficking, flow cytometry; beta-arrestin 1 C-terminal peptide binding to AP2 beta2-adaptin appendage (human); FITC-arrestin peptide / GST-AP2 beads; AP2 beta2 appendage carries R879A mutation; inhibition, % at 10 µM; 340,000 compounds, 0.31% hits; AID 504490, 2011;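 active means inhibition above a set limit, near 3 SD of compounds lacking own fluorescence, cut at about 54% in these data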;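 further: plate controls were DMSO wells for no effect and 5 µM unlabelled arrestin peptide for full effect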
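System: GST-AP2 R879A glutathione beads. Medium: PBS with 0.05% Tween 20 and 0.1% BSA. Also added: FITC-arrestin peptide, 50 nM. Incubation: 12 min plus 1 h, RT. Measured by: high-throughput flow cytometry of beads, ex 488, em 535 nm. Evaluation: percent drop in bead-associated FITC signal.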
NSD2 inh: NSD2 histone methyltransferase inhibitors, primary screen, biochemical, AlphaScreen, single concentration, set 2; AID 743445, 2014; NSD2 peptide methylation, 120 min; Histone-lysine N-methyltransferase NSD2 (Homo sapiens), O96028; 310,000 compounds, 0.54% hits; inhibition, % at 12.5 µM; in the data active means inhibition above about 50%
RTF Ca sens inh: cardiac RTF calcium sensitivity inhibitors, primary screen, biochemical, IANBD-TnC fluorescence, EC70 calcium. IANBD-labeled cardiac RTF, Ca2+ fluorescence. inhibition, % at 7.15 µM. 340,000 compounds, 0.12% hits;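 active means inhibition above the mean inhibition of all tested compounds plus 3 SD, cut at about 17% in these data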;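 further: assay run at fixed EC70 calcium of 1.6 mM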
CAL PDZ FP-2: CAL PDZ peptide-binding inhibitors, primary screen, biochemical, fluorescence polarization, Cer-tagged CAL PDZ, HTS; Golgi-associated PDZ and coiled-coil motif-containing protein (Homo sapiens), Q9HD26; purified CAL PDZ, TMR-peptide fluorescence polarization, 1 h; inhibition, % at 20 µM; 330,000 compounds, 0.02% hits; AID 504414, 2011;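 active means highest replicate inhibition of at least 40%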;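 further: plate controls were DMSO neutral control wells for no effect and unlabeled competitor peptide control wells for full effect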
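System: tagged CAL PDZ domain. Schedule: 1 h room-temperature incubation prior to read. Signal: fluorescence polarization (mP). Measure: percent inhibition from loss of millipolarization.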
Keap1-Nrf2 PPI: Keap1-Nrf2 protein-protein interaction inhibitors, primary screen, biochemical, fluorescence polarization, single point; Kelch-like ECH-associated protein 1 (Homo sapiens), Q14145; Keap1 Kelch-Nrf2 peptide fluorescence polarization, 1536-well; inhibition, % at 9.4 µM; 340,000 compounds, 0.15% hits; AID 504523, 2011; in the data active means inhibition above about 12%;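 further: human Keap1 Kelch domain with fluorescein labeled Nrf2 9mer peptide probe; 0% = neutral control wells and 100% = peptide positive control; higher means more block of Keap1 binding to Nrf2 peptide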
DAGLB inhibitor: DAGLB lipase inhibitors, primary screen, biochemical, fluorescence, HTS; Diacylglycerol lipase-beta (Homo sapiens), Q8NCG7; HEK293T DAGLB membrane lysate, EnzChek fluorogenic substrate; inhibition, % at 5.17 µM; 340,000 compounds, 0.059% hits; in the data active means inhibition above about 34%;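 further: 0% = enzyme with vehicle and 100% = wells lacking enzyme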
Target sequence (Q8NCG7 whole entry, looked up): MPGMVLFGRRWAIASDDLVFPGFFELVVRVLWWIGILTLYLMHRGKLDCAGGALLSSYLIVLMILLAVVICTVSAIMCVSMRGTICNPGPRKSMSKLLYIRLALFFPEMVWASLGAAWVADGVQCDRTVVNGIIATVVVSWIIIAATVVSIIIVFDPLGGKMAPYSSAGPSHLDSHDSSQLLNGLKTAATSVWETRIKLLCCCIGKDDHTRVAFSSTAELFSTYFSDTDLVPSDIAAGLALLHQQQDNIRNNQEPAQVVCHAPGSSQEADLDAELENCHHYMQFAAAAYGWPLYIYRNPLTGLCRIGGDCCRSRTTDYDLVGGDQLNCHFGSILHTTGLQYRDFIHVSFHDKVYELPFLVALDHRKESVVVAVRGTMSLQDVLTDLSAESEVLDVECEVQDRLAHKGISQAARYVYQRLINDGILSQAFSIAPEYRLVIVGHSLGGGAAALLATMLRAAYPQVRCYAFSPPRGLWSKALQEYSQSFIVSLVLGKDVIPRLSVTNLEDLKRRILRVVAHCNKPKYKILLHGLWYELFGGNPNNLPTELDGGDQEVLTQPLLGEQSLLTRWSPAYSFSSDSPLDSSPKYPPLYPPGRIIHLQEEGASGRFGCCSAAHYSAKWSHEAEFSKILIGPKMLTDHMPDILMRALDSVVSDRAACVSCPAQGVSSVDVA
* hit, by the source's call; nt = not tested or not shown. This is a subset; count on the stated rates, not on these rows.

Compound,CAL PDZ FP-1,LANA DNA inh,V-ATPase pH,DSG3 Ab inh,Arr AP2 block,NSD2 inh,RTF Ca sens inh,CAL PDZ FP-2,Keap1-Nrf2 PPI,DAGLB inhibitor
CCOc1cc(-c2noc(-c3cccnc3)n2)ccc1OC,-3,-3.7,-1,nt,2,-1,2,-1.5,0,-7
O=C(O)c1ccc(C=NN2CCCCCC2)cc1,2,0.9,3,120,20,3,-2,-1.6,-6,1
COc1ccc(C2=NCCc3cc(OC)c(OC)cc32)cc1OC,-2,0.2,0,99,-8,-4,-5,-3.1,-3,1
COC(=O)c1cc(S(=O)(=O)Nc2cc(OC)cc(OC)c2)c[nH]1,-5,0.9,1,nt,-13,-1,-2,-1.8,-4,0
O=C1CCCC/C1=C\Nc1ccc(O)cc1,nt,1.3,0,101,3,-1,0,0.4,-7,1
COc1ccc(OC)c(-c2nc(CN3CCCCC3c3cccnc3)c(C)o2)c1 (stereo not given),7,-0.9,0,108,-13,2,-8,-1.2,5,2
Cc1cc2nnn(-c3nnc(-c4ccccc4)c4ccccc34)c2cc1C,-3,-0.8,0,111,0,-1,-5,0.2,3,-3
Cn1c(=O)cc(OCCCC(=O)NCCCN2CCN(Cc3ccccc3)CC2)c2ccccc21,-1,-0.5,8,114,18,-1,5,-1.5,1,2
COc1ccc(CCNC(=O)C2CCCN2S(=O)(=O)c2ccc(F)cc2)cc1OC (stereo not given),7,0.6,-1,103,11,-1,3,-1.3,2,0
Oc1[nH]c2ccc(Br)cc2c1N=Nc1ccc(C(F)(F)F)cn1,0,1.3,0,86,16,-1,4,-3.6,4,1
CCOc1ccc(C(C)=O)cc1COC(=O)CNC(=O)c1cccs1,-5,0.3,-2,87,0,-3,-7,-2.4,-15,2
C=CCOc1ccccc1CNn1nnnc1N,-4,1.2,1,102,-11,-3,-9,nt,-1,-1
COc1ccccc1NS(=O)(=O)c1cc(NC(=O)c2cc(=O)[nH]c3ccccc23)ccc1N1CCOCC1,-1,0.4,-1,88,-11,1,-10,-2.4,-2,1
Nc1ccc2c(c1)Cc1cc(N)c(Cl)cc1-2,-3,-3.9,0,90,10,4,-3,-0.3,-8,2
CCOC(=O)Cn1c(=O)c2c(nc3n2CCCCN3c2ccc(C)cc2)n(C)c1=O,-2,1.4,0,nt,17,-2,-1,-0.5,-4,-4
COCCCNC(=O)c1nc2c(nnn2Cc2cc(C)ccc2C)c(=O)[nH]1,5,0.4,-2,94,-13,0,2,-0.2,-4,-1
Cc1nn(CC(=O)NNC(=S)Nc2ccccc2)c(C)c1[N+](=O)[O-],1,0.7,3,112,5,-2,-11,-1.0,1,-2
O=C1NCCN1Cc1cccc(Cl)c1,-5,-0.1,3,100,-15,-1,-3,nt,3,1
CN(C(=O)c1cccc(NC(=O)Cc2cccc([N+](=O)[O-])c2)c1)C1CCCC1,-5,1.3,7,99,-4,nt,-12,-0.1,-4,0
Cc1ccc(N2CC(C(=O)NC3CC3)CC2=O)cc1 (stereo not given),-1,-0.3,1,nt,-3,-5,-16,-2.6,-3,-1
COc1ccccc1NC(=O)CSc1ccc(-c2ccccn2)nn1,-6,-1.7,-1,nt,40,-1,-2,-2.9,3,-1
Cc1ccccc1OCCOc1cccc(/C=N/NC(=O)Cc2nnc(N)s2)c1,-2,-1.1,1,109,-1,1,-7,-0.5,-3,-1
O=C1C=C(NCCOC23CC4CC(CC(C4)C2)C3)C2(CCCCC2)O1,nt,-0.3,2,99,-6,0,1,0.1,3,-4
Cc1cc(C)c(NC(=O)CN2C(=O)NC3(CCOc4ccccc43)C2=O)c(C)c1 (stereo not given),-4,0.1,1,70,-4,1,-16,nt,-4,0
Cc1ccc(-c2[nH]c3ccccc3c2SCCNC(=O)c2ccc(S(=O)(=O)N3CCOCC3)cc2)cc1,nt,0.0,0,105,1,nt,-4,0.5,8,2
CCOC(=O)C(CC)Sc1nc2c(c(=O)[nH]c(=O)n2C)n1CCc1ccccc1 (stereo not given),-2,14,2,98,-25,0,5,-13,-3,1
CC(=O)c1cc2c(cc1NC(=O)C1CCC1)OCO2,-3,-0.4,2,110,3,nt,-5,-0.3,-3,-1
Cc1cc(C)cc(-n2nnc(C(=O)NCc3ccc(Cl)cc3)c2N)c1,-1,0.9,-1,105,-3,-4,3,-1.7,1,-2
CCCCNC(=O)NNC(=O)C1CC1(c1ccccc1)c1ccccc1 (stereo not given),-6,-2.3,2,97,2,-2,-7,-1.2,3,1
O=C(COC(=O)c1cc[n+]([O-])cc1)Nc1ccccc1Sc1ccccc1,2,0.9,2,110,12,0,-8,-6.0,-8,3
Cc1cc(=O)oc(C)c1C(=O)NCCc1ccc(F)cc1,39*,1.7,-4,97,5,0,7,nt,-2,-3
Cc1oc2cc3oc(=O)c(CCC(=O)NCCCN4CCCC4=O)c(C)c3cc2c1C,-1,0.1,-2,102,5,nt,-10,0.4,1,0
C/C(=N\NC(=O)C1CC1c1ccccc1)c1cccs1 (stereo not given),nt,-0.5,-4,100,27,-4,-2,-0.9,-1,-2
CCOc1ccccc1C(O)C1=CC(=O)c2ccccc2C1=O (stereo not given),1,-1.7,-2,89,11,nt,7,-0.2,1,4
CCOC(=O)C1=C(C)N(C)C(=S)NC1c1cccc(Cl)c1Cl (stereo not given),1,0.8,2,97,1,-3,-6,-1.0,-4,-1
CC(C)(C)c1cc[n+](/C(C(=S)Nc2ccccc2F)=C(/[O-])c2ccc3c(c2)OCCO3)cc1,-1,-0.2,-3,107,-13,0,7,-1.5,-4,-1
Cc1nc2ccccn2c1C(=O)N/N=C/c1cc(C)n(-c2ccc(Cl)cc2)c1C,-4,0.7,-4,99,10,3,-2,-0.4,0,4
CC1=NN(C(C#N)c2ccccc2C)C(c2ccccc2)C1 (stereo not given),nt,-0.1,-2,103,-1,15,-4,0.2,-4,-2
O=c1ccccn1Cc1c(Cl)cccc1Cl,nt,0.3,1,101,-3,3,-6,-1.3,3,5
CC(C)(C)OC(=O)C[C@@H]1C/C=C\C[C@@H](CC(=O)N(CCO)Cc2ccccc2)C(=O)NC[C@@H](c2ccccc2)OC1=O,5,-1.1,-1,106,5,nt,-1,-0.1,-1,-3
O=C(NC1CCCC1)C1c2ccccc2C(=O)N1C1CCCCC1 (stereo not given),1,-1.0,-3,102,-3,0,-4,-0.8,-4,-4
CCn1cc(C(=O)O)c(=O)c2cc(F)c(N3CCN(S(=O)(=O)c4ccc5c(c4)OCCO5)CC3)cc21,0,-2.1,-4,106,2,0,2,-0.8,-2,2
O=C(NCc1ccco1)c1cccc(S(=O)(=O)N2CCc3ccccc32)c1,-2,1.0,2,69,-1,1,11,-3.1,-2,-1
C/C(=N\NC(=S)Nc1ccc(C)cc1)c1cc2ccccc2o1,6,0.6,0,84*,1,1,-2,-1.1,4,-5
Cc1cc(NC(=O)CCCC(=O)NCc2cccs2)no1,2,-0.2,-1,nt,-3,9,8,0.3,-3,1
O=C(Nc1ncccc1O)c1ccc(Oc2ccccc2)cc1,0,0.4,4,97,17,8,7,-3.1,-3,-7
O=[N+]([O-])c1cc(S(=O)(=O)C(F)(F)F)ccc1NCC1CCCO1 (stereo not given),-1,-0.6,4,96,-8,10,-11,-2.4,-5,-1
CCOC(=O)C1(Cc2ccccc2C(F)(F)F)CCN(CCCn2cccn2)CC1,nt,0.7,1,nt,-1,-4,-3,-1.1,-2,-3
CCOc1ccc(CCN2C(=O)C(=O)N([C@@H](CC(C)C)CN3CCC[C@@H]3CN3C(=O)C(=O)NC[C@@H]3Cc3ccccc3)C[C@@H]2CC(C)C)cc1,-15,-0.4,-3,100,14,nt,-4,-0.7,1,9
O=C(NC1CCCCCC1)C1CCN(S(=O)(=O)N2CCC3(CC2)OCCO3)CC1,-4,0.7,-1,101,4,-1,1,-0.7,-2,0

Next section
Compound,CAL PDZ FP-1,LANA DNA inh,V-ATPase pH,DSG3 Ab inh,Arr AP2 block,NSD2 inh,RTF Ca sens inh,CAL PDZ FP-2,Keap1-Nrf2 PPI,DAGLB inhibitor
CN(C)C(=O)CSc1ncccc1-c1nc2ccccc2[nH]1,-4,-1.9,0,111,8,3,0,-0.8,-3,0
Nc1ccc(C2=Nc3cccc4cccc(c34)N2)cc1,-1,0.9,0,90,10,6,-16,-1.6,-1,5
CCOc1ccc(C2C(C#N)=C(N)Oc3nc[nH]c(=O)c32)cc1 (stereo not given),-3,1.5,2,112,-5,-9,-3,-0.7,-1,1
c1ccc2cc3[nH]c(CN4CCOCC4)nc3cc2c1,-4,-1.6,-2,118,11,-2,6,-2.3,-3,0
O=C(Nc1cc(Cl)ccn1)C1CCN(S(=O)(=O)c2cccs2)CC1,33*,-1.4,4,101,20,nt,-16,-0.5,2,-2
CC(C)Cn1c(N)c(C(=O)COC(=O)CC23CC4CC(CC(C4)C2)C3)c(=O)n(C)c1=O,-4,-0.5,1,121,1,-2,5,0.0,-5,-4
CCOC(=O)/C=C1\SCC(=O)N1CC(O)CN1C(=O)CS/C1=C\C(=O)OCC,-2,2.1,0,107,1,nt,-6,-0.1,-1,-2
COc1ccccc1C1CCN(C(=O)c2cccc([N+](=O)[O-])c2)CC1,-1,-0.4,0,114,-5,3,-1,-1.0,-4,-8
CCOc1ccc(C2/C(=C(/O)c3ccc(F)cc3)C(=O)C(=O)N2CCCN(C)C)cc1 (stereo not given),nt,0.4,0,110,-10,nt,-4,-0.1,-5,0
CCCCC(=O)N(CCC)CCC,-3,2.4,2,85,-18,8,-4,-1.4,-5,-2
CCOc1ccc(-n2c(SCc3ccc(C#N)cc3)nnc2-c2cccnc2)cc1,nt,0.3,7,90,24,-58,1,0.4,2,1
C=CCOC(=O)C1=C(C)NC(C)=C(C(=O)OCC=C)C1c1ccc(O)cc1,-2,0.2,2,96,-4,-2,-4,-2.4,-2,1
COc1cccc(-c2cc(C(=O)NCc3ccco3)no2)c1,nt,2.1,-3,110,2,0,-7,-1.1,3,-17
